# High-throughput results from PubChem BioAssay.
# rTrxR1 inhibitor = rat TrxR1 inhibition; recombinant rTrxR1, NADPH fluorescence consumption, selenite substrate; O89049; Potency, µM (doses to about 114 µM), without a hit: top-dose activity change, negative = inhibition, hits mostly inhibitors; 390,000 tested, 1% active; further: potency means the concentration at half of the fitted maximal effect; on the % scale 0 is the no-effect control and ±100 the full control effect; nearly all actives have a fitted effect of over 65% in size
#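 Rat TrxR1 (90 nM in the dispensed reagent) was pre-reduced with 400 uM NADPH for 5 min at room temperature, then incubated with compound for 15 min. After 400 uM selenite was added, NADPH fluorescence (Ex 340/Em 450 nm) was followed for 8 min.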
# TRHR agonist = TRH receptor (human) agonism | P34981 | TRHR cells, calcium flux fluo-8, FDSS agonist mode | activation, % at 2 µM | 360,000 tested, 0.18% active | AID 493084; in the data active means activation above about 30%; further: 0% is about no effect
#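 Agonist-mode FDSS calcium read (Ex 480/Em 530, 1 s cycles) in 1536-well TRHR cells with fluo-8 dye, after 10-cycle baseline and 23 nL compound addition; TRH at EC20 (10 nM final) added afterwards for the enhancer phase.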
# D2 ag = agonists of human D2 dopamine receptor | HEK293 T-REx D2 cells, calcium flux agonist mode | activation, % at 2 µM | 340,000 tested, 0.53% active | AID 485358;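 active means activation over 3 SD above normal in the single-dose calcium agonist read, cut at about 30% in these data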; further: 0% is about no effect
#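 HEK293 Trex D2 cells, tetracycline-induced, o/n 30 C 5% CO2; no-wash Ca dye, RT 30–90 min; 10-cycle baseline, 23 nl cpd added, kinetic Ca read 180 s; agonist hits = positive Ca response.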
# D2 antagonist = D2 dopamine receptor (human) antagonism; P14416; HEK293 TREx D2 cells, calcium flux, dopamine EC80; inhibition, % at 10 µM; 340,000 tested, 2% active; in the data active means inhibition above about 30%; further: 0% is about no effect
#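 In this primary screen, negative modulation is detected by tracking calcium flux after an EC80 dopamine challenge in inducible HEK293 T-REx D2 cells preexposed to test compound for 180 s.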
# PI4K2A block = PI4K2A (human) kinase inhibition | purified PI4K2A, ADP-Glo luminescence, 1 h; active compounds read low | 420,000 tested, 0.13% active | AID 1346378 | activity change, negative = inhibition, % at 76.9 µM | Q9BTU6; in the data active means activity change below about -50%; inconclusive means mostly about -30% to -49%;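 further: -100% = wells without enzyme as full effect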
#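 ADP-Glo luminescence measured ADP generated by PI4K2A enzyme (4 ug/mL before mixing) with 1.2 mM PI substrate (pre-mix) and 300 microM ATP (pre-mix). Tris pH7.5 buffer with MgCl2, Triton X-100; 1 h reaction at ambient temperature.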
# USP1-UAF1 inh = blocks the human USP1/UAF1 deubiquitinase complex; recombinant USP1/UAF1, Ub-Rhodamine cleavage fluorescence; 390,000 tested, 0.23% active; O94782; AID 743255; Potency, µM (titrated, usually from 57.1 µM), without a hit: at the highest dose activity change, negative = inhibition, actives largely listed as inhibitors; further: potency means the concentration at half of the fitted maximal effect; on the % scale 0 is the no-effect control and ±100 the full control effect; nearly all actives have a fitted effect of over 60% in size; inactives centre near -12
# Target sequence (O94782 whole entry, looked up): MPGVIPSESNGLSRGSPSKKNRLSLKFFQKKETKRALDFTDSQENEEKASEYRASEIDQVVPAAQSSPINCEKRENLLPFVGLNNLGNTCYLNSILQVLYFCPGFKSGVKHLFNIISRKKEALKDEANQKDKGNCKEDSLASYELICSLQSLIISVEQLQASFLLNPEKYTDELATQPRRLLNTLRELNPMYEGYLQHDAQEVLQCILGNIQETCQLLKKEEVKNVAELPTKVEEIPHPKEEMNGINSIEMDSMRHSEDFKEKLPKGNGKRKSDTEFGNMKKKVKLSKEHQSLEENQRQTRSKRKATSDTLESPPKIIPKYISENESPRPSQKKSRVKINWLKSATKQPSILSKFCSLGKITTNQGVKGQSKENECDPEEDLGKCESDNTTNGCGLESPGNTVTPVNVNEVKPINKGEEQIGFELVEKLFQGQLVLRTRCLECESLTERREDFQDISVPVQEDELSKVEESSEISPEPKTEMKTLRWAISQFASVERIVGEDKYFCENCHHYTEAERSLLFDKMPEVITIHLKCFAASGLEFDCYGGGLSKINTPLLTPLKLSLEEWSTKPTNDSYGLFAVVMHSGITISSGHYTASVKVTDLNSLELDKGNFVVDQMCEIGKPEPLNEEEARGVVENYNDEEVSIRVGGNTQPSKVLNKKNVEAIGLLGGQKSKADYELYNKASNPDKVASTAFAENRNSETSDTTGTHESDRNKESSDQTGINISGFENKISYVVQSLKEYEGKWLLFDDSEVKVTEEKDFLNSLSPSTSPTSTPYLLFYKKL
#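 Step one: compound is pinned into 1nM USP1/UAF1 in HEPES pH 7.8 buffer with TCEP. Step two: 15 min room-temperature incubation. Step three: Ub-Rho (150nM final) starts cleavage, tracked by fluorescence over six one-minute reads.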
# mIDH1 inhibitor = inhibitors of human mutant IDH1 R132H; AID 602179; IDH1-R132H enzyme, NADPH consumption, diaphorase/resazurin fluorescence; Potency, µM (top dose mostly 76.6 µM), inactives show top-dose activity change, negative = inhibition, usual class: inhibitors; 390,000 tested, 0.093% active; further: potency means the concentration at half of the fitted maximal effect; on the % scale 0 is the no-effect control and ±100 the full control effect; nearly all actives have a fitted effect of over 65% in size
#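 IDH1-R132H (0.5 ug/mL dispensed) in pH 7.5 Tris buffer was preincubated 30 min with compound, then given a substrate mix of 0.016 mM NADPH and 2 mM alpha-KG for 80 min at room temperature; remaining NADPH was read by diaphorase/resazurin fluorescence.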
# TRHR enhancer = allosterically enhances the human TRH receptor; P34981; TRHR cells, fluo-8 calcium fluorescence, EC20 TRH enhancement; enhancement, % at 2 µM; 360,000 tested, 0.66% active; AID 493056; in the data active means enhancement above about 30%; further: 0% is about no effect
#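 Enhancer read-out: after compound pinning and an initial kinetic agonist-mode read, an EC20 of TRH (10 nM final) was injected and fluo-8 calcium signal (Ex 480/Em 530) followed at 1 s/cycle for 100 cycles in TRHR-expressing cells.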
# TrxR1 substrate = rat thioredoxin reductase 1 substrate activity | O89049 | purified TrxR1 substrate turnover, NADPH consumption readout | Potency, µM (series often up to 114 µM), inactives show top-dose activity change, negative = substrate turnover | 390,000 tested, 0.01% active | AID 588456; further: potency means the concentration at half of the fitted maximal effect; on the % scale 0 is the no-effect control and ±100 the full control effect; nearly all actives have a fitted effect of over 50% in size
#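 Rat TrxR1, dispensed at 90 nM, was prereduced with 400 uM NADPH (final) for 5 min at ~22 deg C, then incubated with compound 15 min before 400 uM selenite. A first-read NADPH fluorescence drop versus no-compound background flagged substrates.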
# Numbers without * were called inactive; ? = inconclusive; . = not tested or not shown; [ ] = dose if it differs, or a comment. Unless noted, the call rests on the fitted dose curve; in most records, active means well fitted inhibition curve with a large enough effect; inconclusive means small, poorly fitted or top-dose-only effect; inactive means no such curve, though single readings can be large or run the other way.
SMILES,rTrxR1 inhibitor,TRHR agonist,D2 ag,D2 antagonist,PI4K2A block,USP1-UAF1 inh,mIDH1 inhibitor,TRHR enhancer,TrxR1 substrate
Cc1ccnc(SCC(=O)N2CCc3ccccc3C2)n1,0%[57.1 µM],-0.1,0.9,-1,5,-21%,-12%,-3,-1%[57.1 µM]
COc1ccccc1NC(=O)C[n+]1ccccc1,18%[11.4 µM],0.2,-0.1,8,6,-14%,7%,3,12%[11.4 µM]
Cc1ccc(CNC(=O)C(=O)NCC2CCCN2S(=O)(=O)c2cccs2)cc1 (configuration not stated),-13%,0.2,-0.6,4,4,6%,-1%,-9,-6%
O=C(CSc1nc(CCC2CCCC2)nc2ccccc12)NCc1ccc2c(c1)OCO2,22%,1.2,.,.,1,-21%,-1%,-22,2%
Cc1cc(C)c(NC(=O)CSc2nnc(SCC(=O)Nc3c(C)cc(C)cc3C)n2N)c(C)c1,1%,0.3,-0.5,-15,5,3%,0%,-11,1%
O=C(NCCO)/C(=C\c1ccco1)NC(=O)c1ccco1,?,0.4,0.5,-15,-5,-14%,0%,-2,-1%
Cc1ccc2nc(-c3ccncc3)cc(C(=O)Nc3ccc(OC(F)F)cc3)c2c1,23%[57.1 µM],0.8,1.0,-13,7,?,8%,7,6%[57.1 µM]
COc1ccc(/C=C2/C(=N)N3C(=NC2=O)Sc2cc(S(C)(=O)=O)ccc23)cc1OC,-9%,0.8,0.4,-3,-3,-5%,-4%,0,9%[57.1 µM]
Cc1c2cnn(CC(=O)O)c(=O)c2c(C)n1Cc1ccccc1,7%[57.1 µM],0.1,-0.6,24,-3,-22%,3%,7,13%[57.1 µM]
CC(OC(=O)c1ccc(-c2ccc([N+](=O)[O-])cc2)o1)C(=O)NC(N)=O (configuration not stated),?,0.8,-0.4,-16,3,-11%,-3%,-4,-6%
CC(C)c1ccc(NC2CCCN(C(=O)CN3C(=O)CSC3=O)C2)cc1 (configuration not stated),3%,0.7,0.3,-13,8,-22%,-1%,-5,-7%
O=C(CN1CCOc2ccccc21)NC1CC1,-1%[57.1 µM],.,.,.,3,-18%,15%,.,0%[57.1 µM]
COc1ccc(C(=O)c2c(-c3ccc(OC)cc3)oc3ccc(-c4ccc(OC)nc4)cc23)cc1,21%,.,.,.,6,-4%,-2%,.,12%
CNCCOc1ccccc1-c1ccccc1,-24%[57.1 µM],-1.0,0.8,45*,13,1%,-3%,-2,-3%
O=C(CN1N=C(c2ccccc2)CCC1=O)NCCCN1CCc2ccccc2C1,-10%,-0.5,-0.2,0,4,-22%,1%,-4,-5%
COc1ccccc1N1CC(C)(C)C(=O)N(C(=O)c2ccc(C)cc2)C1=S,-11%[57.1 µM],0.2,1.9,-30,-1,-24%,3%,-1,-2%[57.1 µM]
CC1CN(Cc2nc3c(c(=O)n(C)c(=O)n3C)n2CCCO)CC(C)O1 (configuration not stated),5%[57.1 µM],0.5,0.2,-2,0,-3%,7%,3,8%[57.1 µM]
COC(=O)c1ccc(OC(=O)c2cccs2)cc1,6%[57.1 µM],0.1,17,-2,-1,-5%,-3%,27,10%[57.1 µM]
O=C(O)c1ccc(NC(=O)C2(c3ccccc3)CCOCC2)cc1,5%[57.1 µM],1.5,-0.1,6,-2,1%,3%,8,10%[57.1 µM]
CCOc1ccc(NS(=O)(=O)c2ccc(C)c(C(=O)NCCCn3ccnc3)c2)cc1,1%[57.1 µM],0.2,-0.1,5,-3,1%,-3%,-6,3%[57.1 µM]

# Whole records, looked up by structure. Order of screens: rTrxR1 inhibitor	TRHR agonist	D2 ag	D2 antagonist	PI4K2A block	USP1-UAF1 inh	mIDH1 inhibitor	TRHR enhancer	TrxR1 substrate
# Record of COc1ccccc1N1CC(C)(C)C(=O)N(C(=O)c2ccc(C)cc2)C1=S = -11%[57.1 µM]	0.2	1.9	-30	-1	-24%	3%	-1	-2%[57.1 µM]
# Record of O=C(CSc1nc(CCC2CCCC2)nc2ccccc12)NCc1ccc2c(c1)OCO2 = 22%	1.2	.	.	1	-21%	-1%	-22	2%

# Next results:
SMILES,rTrxR1 inhibitor,TRHR agonist,D2 ag,D2 antagonist,PI4K2A block,USP1-UAF1 inh,mIDH1 inhibitor,TRHR enhancer,TrxR1 substrate
Cc1ccccc1N1CC(C(=O)N2CC(C)OC(C)C2)CC1=O (configuration not stated),-24%,0.1,.,.,0,-21%,-5%,-5,-17%
COc1ccc(NC(=O)Cn2c(=O)c(C)nc3ccccc32)cc1Cl,6%,0.7,0.6,-13,-3,-4%,5%,-5,2%
Cc1ccc(NC(=O)CN(C)C2CCCCC2)cc1Br,10%,4.6,1.1,-41,-1,-22%,4%,-2,-3%
CCC(C)NC(=O)c1ccc2c(c1)N=C(C)c1cc(C)ccc1S2 (configuration not stated),-4%,-0.3,1.1,.,-4,-8%,-1%,-1,-4%
COc1cc(OCc2ccccc2)c(OC)c(OCc2ccccc2)c1,-7%,.,.,.,-2,-9%,-2%,.,-7%
Cc1ccc(CNC(=O)CCn2cc(-c3ccc(C)cc3)nc2-c2ccncc2)cc1,8%,-1.7,11,12,5,-18%,-11%,-4,5%
CCN(CC)C(=O)CSc1nc(O)cc(=O)n1-c1ccccc1OC,9%,-0.9,-0.3,12,-7,-5%,7%,-2,2%
CNc1cc(C(F)(F)F)nc(-c2ccccn2)n1,-8%,0.0,0.7,-10,-2,-8%,5%,0,10%[57.1 µM]
CCOc1ccccc1NC(=O)CN(Cc1ccccc1)S(C)(=O)=O,17%,0.1,-0.3,-8,3,-5%,2%,-3,7%
O=C1NC(=O)/C(=C\c2cn(Cc3ccccc3F)c3ccccc23)N1,29%[57.1 µM],0.3,0.0,5,3,-20%,-4%,-1,7%[57.1 µM]
CC(=O)Nc1ccc(S(=O)(=O)N2CCN(C(=O)N3CCCCC3)CC2)cc1,7%[57.1 µM],0.0,-0.1,5,-2,-8%,1%,-4,-2%[57.1 µM]
Cn1ccsc1=NC(=O)c1ccc(Cl)cc1,16%[57.1 µM],-0.4,0.7,2,4,-17%,4%,-2,7%[57.1 µM]
O=S(=O)(Nc1ccc(-c2cn3c(n2)SCC3)cc1)c1cccs1,16%,0.5,0.0,-2,4,-6%,6%,-2,-3%
COc1ccccc1N1CCN(C(=O)[C@H](C)NS(=O)(=O)c2ccc3c(c2)OCCCO3)CC1,17%,.,.,.,0,-9%,-9%,.,-5%
Cc1cc(C)n(-c2ccc(NC(=O)C3CCN(Cc4cnc(C)s4)CC3)cc2)n1,7%[57.1 µM],-0.2,1.0,-4,4,-17%,5%,1,-2%[57.1 µM]
O=C(CCS(=O)(=O)c1ccc(Br)s1)Nc1c(F)cccc1F,-22%,-1.8,.,.,-2,8%,-4%,7,-5%
CCCc1nnc(SCC(=O)N2CCCCC2)n1CCCOC,15%[57.1 µM],-0.1,0.2,0,-1,-23%,1%,9,9%[57.1 µM]
CCCc1cc(C(=O)N2CCC(n3nccc3NC(=O)c3ccc(OC)cc3)CC2)no1,23%[57.1 µM],-0.6,0.6,1,-3,-12%,-1%,2,5%[57.1 µM]
O=C1N(O)C2(C=CCCC2)/C(=N\O)C12CCCCC2 (configuration not stated),12%,0.5,0.4,0,-16,4%,9%,11,3%
CCOc1ccc(NC(=O)c2ccccc2C(=O)c2ccccc2)cc1OCC,17%,-0.4,-1.4,4,-2,-12%,-5%,14,-2%
Cc1ccc(CNC(=O)c2nnn(CC(=O)Nc3cccc(C)c3C)c2N)cc1,18%,0.4,-0.6,-11,-2,-34%,-1%,4,1%
O=C(NCc1cccnc1)NC1(C(F)(F)F)Oc2ccc(Cl)cc2O1 (configuration not stated),-2%,-0.4,-0.5,-13,-9,-13%,-2%,-2,-5%
COc1cccc(CNC(=O)c2cccn2-c2nnc(N3CCCC3)s2)c1,21%[57.1 µM],-0.3,-0.1,.,-7,-8%,12%,-2,2%[57.1 µM]
Cc1ccc(C)c(NC(=O)CN2CCCN(Cc3cccc(Cl)c3)S2(=O)=O)c1,26%,-0.5,-0.3,.,3,-3%,13%,1,1%
CCCCCCCCCCCCOC1OC(CO)C(O)C(O)C1NC(C)=O (configuration not stated),4%,1.7,0.5,-26,3,-12%,-2%,-11,-1%
CCOC(=O)N1CCC(Nc2c(N3CCN(c4cc(Cl)ccc4C)CC3)c(=O)c2=O)CC1,7%,-0.4,-1.1,-21,0,?,7%,-1,-7%
Cc1cccc(NC(=O)CSc2ncc3c(n2)-c2ccccc2N(Cc2ccc(F)cc2)S3(=O)=O)c1C,18%[57.1 µM],0.3,-0.2,.,1,?,-23%,-3,12%[57.1 µM]
COc1ccc(/C=C/C(=O)NC(=S)Nc2ccc(S(=O)(=O)N=C(N)N)cc2)cc1OC,16%[57.1 µM],0.6,0.4,-3,0,?,9%,4,10%[57.1 µM]
CCN(CC)CCC#CC1(O)c2ccccc2-c2ccccc21,-2%[57.1 µM],0.6,-0.3,-5,-3,-25%,0%,6,-6%[57.1 µM]
O=c1[nH][nH]c(-c2ccccc2O)c1C(C[N+](=O)[O-])c1ccc(Cl)cc1Cl (configuration not stated),-8%,-0.7,-1.1,5,2,-1%,-3%,1,-8%
O=C(c1ccccc1F)N(Cc1cccs1)C1CCS(=O)(=O)C1 (configuration not stated),12%[57.1 µM],1.2,1.3,-1,0,-14%,-5%,-2,6%[57.1 µM]
O=[N+]([O-])c1ccc(Cl)c(/C=N/N2CCN(Cc3ccc(Cl)cc3)CC2)c1,-8%,0.6,0.3,2,7,-18%,2%,-7,-3%
CNC(=O)c1ccc(Nc2nnc(-c3ccc(C)c(S(=O)(=O)NC(C)(C)C)c3)c3ccccc23)cc1,-6%,-0.2,-1.7,.,3,-8%,-8%,-5,1%
Cc1cc(O)c2c(c1)C(=O)[C@@]13Oc4c5c(c(O)c6c(O)cc(C)cc46)C(=O)C[C@H](O)[C@H]5[C@@H]1[C@@H](O)CC(=O)C3=C2O,-16%,.,.,.,-4,-24%,-7%,.,-1%
Cc1nnsc1C(=O)NC1CCCc2c1cnn2-c1cc(F)cc(F)c1 (configuration not stated),-10%,0.1,-1.4,-4,0,-12%,-1%,-2,-13%
